INS-1E GSIS act: primary screen for activators of insulin secretion dependent on glucose, INS-1E cells, GLuc reporter luminescence; activation, % at 16.6 µM; hit rate 0.61% among 370,000; INS-1E GLuc reporter insulin secretion, 2-3 h; AID 743287;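 active means lowest replicate activation of at least 40%, so every replicate reaches that level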;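 further: 0% = median of neutral control wells and 100% = median of IBMX positive control wells; some compounds called inactive have numbers as strong as hits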
PAX8 inh HTS: PAX8 transcriptional activity inhibition | RMG-I TPO-luciferase reporter, SteadyGlo, 24 h | inhibition, % at 12.6 µM | hit rate 1.2% among 360,000 | AID 652154;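 active means mean replicate inhibition at least 60% with every replicate also reaching 60%; inconclusive means only one of the two criteria is met; inactive means mean below 60% and not all replicates reaching 60%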;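 further: luciferase light reporting Pax8 driven TPO promoter activity; plate controls were median of neutral control wells for no effect and mitoxantrone controls for full effect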
DENV2 CPE rescue: protects cells from dengue virus 2 cytopathic effect; DENV2-infected cells, cytopathic effect rescue, plate reader; CPE inhibition, % at 9.99 µM; hit rate 1.7% among 350,000; in the data active means CPE inhibition above about 20%, passing the limit was not always enough; inconclusive means no clear call, values can overlap the other calls; tested in BHK-21 cells;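 further: 0% = median of neutral control wells and 100% = median of positive control wells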
EWS-Fli block: blocks EWS/Fli oncoprotein-driven transcription | A673 NR0B1-luciferase reporter, viability-normalised | inhibition, % at 12.6 µM | hit rate 0.67% among 350,000;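 active means mean inhibition of at least 50% after viability correction, with every replicate also passing that limit; inconclusive means mean reaches 50% but only one of two replicates passes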;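 further: firefly luciferase signal divided by Alamar Blue viability fluorescence both relative to DMSO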
Xi reactivation: reactivates the inactive X chromosome in mouse fibroblasts; XiGFP mouse fibroblasts, % GFP-positive cells imaging, 3 d; cells co-treated with 5-aza-dC sensitizer; scaled so ellipticine positive control = 100%; activation, % at 7.58 µM; hit rate 0.055% among 360,000;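 active means mean normalized replicate activation at least 10% and every replicate at or above 10%; inconclusive means only one of the two criteria met; inactive means mean below 10% and not all replicates reach 10%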;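 further: 0% = median of on-plate neutral control wells and 100% = ellipticine 6 µM median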
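System: 68-5-11 XiGFP fibroblast line | Buffer or medium: DMEM containing 5-aza-dC | Compound: Single point | Times: Compounds 3 days, fix/stain 15 min at room temperature | Benchmarks: Positive control ellipticine, 6 µM final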
ERp5 block: inhibitors of human ERp5 | inhibition, % at 9.99 µM | Q15084 | hit rate 0.05% among 350,000 | ERp5 insulin aggregation, absorbance 650 nm, 90 min;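 active means mean replicate inhibition above about 25%, with every replicate also reaching it, limit read from the data, passing the limit was not always enough; inconclusive means only one of those two criteria met; inactive means neither criterion met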
Target sequence (Q15084 whole entry, looked up): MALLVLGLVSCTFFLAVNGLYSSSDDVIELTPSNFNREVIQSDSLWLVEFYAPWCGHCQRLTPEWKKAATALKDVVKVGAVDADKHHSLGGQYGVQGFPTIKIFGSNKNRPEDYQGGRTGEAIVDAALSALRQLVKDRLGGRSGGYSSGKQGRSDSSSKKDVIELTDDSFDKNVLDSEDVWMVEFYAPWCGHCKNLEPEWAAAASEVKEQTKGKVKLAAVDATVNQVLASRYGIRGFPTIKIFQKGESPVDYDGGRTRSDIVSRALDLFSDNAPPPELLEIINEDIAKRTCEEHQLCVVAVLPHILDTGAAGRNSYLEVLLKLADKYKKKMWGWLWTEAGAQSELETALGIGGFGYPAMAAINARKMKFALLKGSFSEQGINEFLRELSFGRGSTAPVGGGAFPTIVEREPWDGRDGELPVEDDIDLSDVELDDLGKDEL
ARNT TACC3 PPI: disruptors of human ARNT/TACC3 interaction | hit rate 0.66% among 390,000 | AlphaScreen His-ARNT PAS-B/GST-TACC3 binding, luminescence; TACC3 fragment carries E629A point mutation | inhibition, % at 9.99 µM | Q9Y6A5;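 active means mean inhibition of replicates at least 50% and at least half of replicates each reaching 50%; inconclusive means half or more replicates reach 50% but mean below 50%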;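 further: 0% = complete ARNT plus TACC3 wells and 100% = ARNT alone without TACC3; many hits fall short of the cut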
CFTR F508del cor: CFTR F508del correction in bronchial cells; CFBE cells, YFP halide quenching; stimulated with forskolin plus potentiator P3; % fluorescence drop versus neutral controls; activity (quench increase), % at 7.58 µM; hit rate 0.36% among 350,000;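 active means mean added fluorescence quench of at least 8% versus neutral control, with both replicates also reaching 8%; inconclusive means only one of the mean or replicate conditions met; inactive means mean below 8% and not both replicates reaching 8%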;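 further: cells transiently co-express mutant CFTR-F508del with the halide-sensitive YFP; corrector assay measuring rescue of mutant channel to the surface after 24 h compound exposure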
* hit, by the source's call; ? = inconclusive; / = no result given; & = joins results of further samples.

The opening two entries, to show the layout:
SMILES | INS-1E GSIS act | PAX8 inh HTS | DENV2 CPE rescue | EWS-Fli block | Xi reactivation | ERp5 block | ARNT TACC3 PPI | CFTR F508del cor
CCCCCN(C(=O)COC(=O)CSc1ccc([N+](=O)[O-])cc1)c1c(N)n(CCCC)c(=O)[nH]c1=O | -28 | -19 | 1 | -3 | 0.2 | -2 | -1 | -1.9
COc1ccc(N2C(=O)CC(Cc3ccccc3OC)C2=O)cc1 (stereo not drawn) | 1 | -9 | ? | 16 | 0.0 | 4 | -5 | 1.4

Results (from the top)
SMILES | INS-1E GSIS act | PAX8 inh HTS | DENV2 CPE rescue | EWS-Fli block | Xi reactivation | ERp5 block | ARNT TACC3 PPI | CFTR F508del cor
CCCCCN(C(=O)COC(=O)CSc1ccc([N+](=O)[O-])cc1)c1c(N)n(CCCC)c(=O)[nH]c1=O | -28 | -19 | 1 | -3 | 0.2 | -2 | -1 | -1.9
COc1ccc(N2C(=O)CC(Cc3ccccc3OC)C2=O)cc1 (stereo not drawn) | 1 | -9 | ? | 16 | 0.0 | 4 | -5 | 1.4
COC(=O)C1=C[C@@H](C(=O)OC)[C@@H]2C3=C(C(=O)[C@]2(C)NC(=O)c2ccccc2)[C@H](C)n2c(=O)n(-c4ccccc4)c(=O)n2[C@@H]3C1 | 4 | 13 | -11 | 0 | 0.0 | 3 | / | -1.9
Cc1ccc(CNC(=O)CC[C@H]2O[C@@H](n3cc(C)c(=O)[nH]c3=O)C[C@@H]2O)o1 | / | 0 | -5 | 6 | 0.2 | -2 | / | -2.3
O=C1CNC(=S)N1CCc1ccccc1Cl | / | -15 | -2 | 13 | 0.1 | 0 | 0 | 0.2
O=C(C[C@@H]1CC[C@H](NC(=O)Nc2ccccc2)[C@H](CO)O1)NCc1ccccn1 | 13 | -6 | 0 | 0 | -0.2 | 12 | -22 | 0.4
O=C(O)c1nnn(-c2cccc(C(F)(F)F)c2)c1-c1ccccc1 | -9 | 12 | -2 | -2 | 0.0 | 3 | -6 | 0.8
C=CC[C@H](CC(=O)NCCO)C(=O)N[C@H](COC(=O)[C@@H](CC=C)Cc1ccc(F)cc1)c1ccccc1 | -11 | 6 | -2 | 0 | 0.0 | 3 | -1 | 3.4
O=[N+]([O-])c1ccc(N2CCN(c3ccc(F)cc3)CC2)cn1 | 9 | -6 | 2 | -23 | 1.5 | 3 | 16 | -0.6
O=C(Nc1ccccc1N1CCCCC1)c1ccc(OC(F)F)cc1 | 6 | -6 | 0 | 5 | 0.0 | -1 | -5 | 2.3

Arranged by length of the SMILES (largest number first): four of the compounds above.
SMILES | INS-1E GSIS act | PAX8 inh HTS | DENV2 CPE rescue | EWS-Fli block | Xi reactivation | ERp5 block | ARNT TACC3 PPI | CFTR F508del cor
Cc1ccc(CNC(=O)CC[C@H]2O[C@@H](n3cc(C)c(=O)[nH]c3=O)C[C@@H]2O)o1 | / | 0 | -5 | 6 | 0.2 | -2 | / | -2.3
O=C(C[C@@H]1CC[C@H](NC(=O)Nc2ccccc2)[C@H](CO)O1)NCc1ccccn1 | 13 | -6 | 0 | 0 | -0.2 | 12 | -22 | 0.4
O=C(O)c1nnn(-c2cccc(C(F)(F)F)c2)c1-c1ccccc1 | -9 | 12 | -2 | -2 | 0.0 | 3 | -6 | 0.8
O=C1CNC(=S)N1CCc1ccccc1Cl | / | -15 | -2 | 13 | 0.1 | 0 | 0 | 0.2

New compounds follow
SMILES | INS-1E GSIS act | PAX8 inh HTS | DENV2 CPE rescue | EWS-Fli block | Xi reactivation | ERp5 block | ARNT TACC3 PPI | CFTR F508del cor
O=C(COc1ncnc2sccc12)N1CCN(c2ccccc2)CC1 | 3 | 18 | 3 | 3 | 0.0 | 1 | -1 | -1.1
C[C@H]1CN([C@@H](C)CO)C(=O)c2cc(C#CC(C)(C)O)cnc2O[C@H]1CN(C)Cc1cncnc1 | -5 | / | 33* | 11 | -0.6 | 0 | -4 | 0.1
C[C@H](CO)N1C[C@H](C)[C@@H](CN(C)Cc2ccccc2)Oc2ccc(NC(=O)Cn3cnnn3)cc2CC1=O | 5 | -1 | -6 | -4 | 0.1 | 0 | -3 | -1.4
Cc1ccccc1S(=O)(=O)N1C[C@H](O)COC[C@@H]2O[C@@H](CC(=O)N3CCC(Cc4ccccc4)CC3)CC[C@H]21 | -29 | -29 | 2 | 5 | -0.1 | -6 | 4 | -2.5
CCOc1ccc(C(=O)Nc2nnc(S(=O)(=O)N(C)Cc3ccco3)s2)cc1 | 2 | -11 | -5 | / | 0.0 | 1 | -6 | -2.3
COc1ccc([C@H]2C[C@H](n3cc(COC(=O)c4ccccc4)nn3)[C@@H](O)CN2Cc2cccs2)cc1 | -12 | 6 | -5 | -3 | 0.2 | 4 | / | 1.0
Cc1ccc(CNC(=O)c2ccccc2NS(=O)(=O)c2ccc(Cl)nc2)cc1 | -56 | -14 | -2 | / | 0.0 | -2 | 0 | 3.1
COc1ccc(S(=O)(=O)N(C)C[C@@H]2Oc3ccc(NC(=O)c4ccncc4)cc3C(=O)N([C@@H](C)CO)C[C@@H]2C)cc1 | -13 | / | 16 | -10 | 0.1 | 17 | -4 | -1.6
COC(=O)N/N=C/c1cc(Cl)c(OCc2ccc(F)cc2)c(OC)c1 | 38 | -12 | / | / | 0.0 | / | -2 | /
O=C(c1ccco1)N1CCCC(c2nc3c(nnn3Cc3ccc(Cl)cc3Cl)c(=O)[nH]2)C1 (stereo not drawn) | 18 | 20 | 0 | 14 | 0.1 | -2 | 3 | 3.0
COc1ccc(CCNc2ncnc3c2nnn3Cc2ccccc2)cc1 | 1 | 38 | 2 | -20 | 0.3 | 4 | 1 | 1.4
COc1cc2c(C(=O)N3CCN(c4ccccc4F)CC3)cn(C)c(=O)c2cc1OC | 24 | 15 | -1 | 3 | 1.2 | 10 | -4 | -2.2
CCOc1ccc(CCNC(=O)C2CCN(c3nnc(-n4cccc4)s3)CC2)cc1 | / | 6 | -1 | -1 | 0.1 | 5 | -2 | -0.2
COCCNC(=O)/C(C#N)=C/C=C/c1ccccc1 | -39 | 14 | 1 | 6 | 0.1 | 9 | -5 | 1.8
O=C(c1ccc(N2CCN(C(=O)c3ccccc3)CC2)cc1)c1cccc(F)c1 | -35 | 46 | 65* | 13 | 0.2 | -18 | -3 | -0.9
CN1CCN(C(c2ccc(C(F)(F)F)cc2)c2cc(Cl)c3cccnc3c2O)CC1 (stereo not drawn) | -12 | ? | -2 | 42 | 0.8 | 3 | / | -0.3
C[C@H](CO)N1C[C@H](C)[C@H](CN(C)S(=O)(=O)c2cn(C)cn2)Oc2c(NC(=O)Nc3cccc4ccccc34)cccc2C1=O | 1 | 9 | -9 | -3 | -1.4 | -2 | / | 2.9
COc1cc(C(=O)OCCN2CCOCC2)cc(OC)c1OC | 5 | / | -6 | 0 | / | 7 | -4 | -3.8
C[C@@H]1CCCCO[C@@H](CN(C)S(=O)(=O)c2ccc(F)cc2)[C@@H](C)CN([C@@H](C)CO)C(=O)c2cc(NS(C)(=O)=O)ccc2O1 | 5 | -25 | 5 | -5 | -0.3 | -4 | -5 | 0.6
Oc1c(C(c2cccs2)N2CCN(c3cccc(Cl)c3)CC2)sc2ncnn12 (stereo not drawn) | / | 18 | -6 | 10 | 0.2 | 1 | 14 | 1.6
O=[N+]([O-])c1ccccc1S(=O)(=O)n1nnc2ccccc21 | 11 | -4 | / | / | -0.1 | / | -1 | /
COc1ccc(N2CCN(C3CCCN(C(=O)CN4CCOC4=O)C3)CC2)cc1 (stereo not drawn) | 11 | -1 | -5 | 0 | 0.0 | 2 | -2 | -1.7
COc1cc(NC(=O)c2ccc(S(=O)(=O)N(C)c3ccccc3OC)cc2)cc(OC)c1 | 7 | 19 | -4 | 8 | -0.1 | -1 | -3 | 0.8
CN(C(=O)Cn1cnc2sccc2c1=O)C1CCCCC1 | 2 | -2 | 0 | 1 | 0.0 | -12 | / | -0.4
C[C@H](NC(=O)[C@H]1[C@H](CO)[C@H]2Cn3c(cccc3=O)[C@@H]1N2C(=O)C1CCC1)c1ccccc1 | 3 | / | 12 | -4 | 0.2 | -2 | -4 | /
O=C(C[C@H]1C=C[C@H](NC(=O)c2ccncc2)[C@@H](CO)O1)NCc1ccncn1 | 7 | / | 7 | -8 | 0.3 | 0 | / | -2.3
C[C@H](O)C#Cc1ccc([C@@H]2[C@@H](CO)N3CCCCN(S(=O)(=O)c4ccccc4)C[C@@H]23)cc1 | 0 | 16 | 1 | 1 | 0.1 | -6 | -5 | 3.0
O=C(/C=C/c1ccccc1)NC(=S)Nc1ncccn1 | -4 | -27 | 3 | -3 | 0.2 | 3 | / | 2.0
CC(=O)N(C)C[C@@H]1Oc2ncc(C#Cc3ccc(F)cc3)cc2C(=O)N([C@@H](C)CO)C[C@H]1C | 4&7 | 2&-9 | 1&11&-4 | -11&-12&-13 | 0.0&-1.1 | -4&1 | 5&2 | 1.9&-1.1&1.8
CC(=O)N(C)C[C@H]1Oc2cc(/C=C/c3ccccc3)ccc2S(=O)(=O)N([C@H](C)CO)C[C@@H]1C | -8 | / | 13 | -7 | -0.3 | 3 | 5 | -4.0
COc1ccc(N(CC(=O)NCc2ccco2)C(=O)CCC(=O)Nc2ccccn2)cc1 | -1 | -5 | -1 | / | 0.1 | -6 | -3 | -2.3
CO[C@@H]1CC[C@H]2CCOc3c(C#N)cccc3C(=O)N(C)C[C@@H](c3ccccc3)CC(=O)N(C)C[C@@H]1O2 | -6 | -17 | 1 | -6 | 0.1 | 1 | -3 | 1.1
CC(C)NC(=O)N(C)C[C@H]1OCCCC[C@@H](C)Oc2ccc(NS(=O)(=O)c3ccccc3)cc2C(=O)N([C@H](C)CO)C[C@H]1C | -15 | 10 | 1 | -20 | -0.4 | 3 | -23 | 1.7
Cc1cc(NC(=NC2CC2)c2ccccc2)n(-c2ccccc2)n1 | 2 | -9 | 9 | 11 | 0.3 | -4 | -6 | 1.6
C=CCNc1nc2cc(-c3ccccc3C)sc2c(=O)n1C | -23 | -10 | ? | 63* | 0.0 | 14 | / | 2.9
CSc1ccccc1NC(=O)COC(=O)Cc1ccsc1 | 13 | 14 | 12 | 1 | 0.1 | 4 | -2 | -2.0
C[C@@H]1CCCCO[C@H](CN(C)C(=O)c2ccccc2)[C@H](C)CN([C@H](C)CO)C(=O)c2cc(NS(=O)(=O)c3ccc(Cl)cc3)ccc2O1 | -34 | 16 | 15 | 3 | 0.3 | 3 | 2 | 1.2
COc1ccc(CNC(=O)c2cn(Cc3ccc(S(=O)(=O)N(C)C)cc3)c(=O)s2)cc1 | 1 | 4 | 8 | 5 | 0.0 | -5 | / | 1.8
NNS(=O)(=O)c1ccc(Sc2ccccn2)c([N+](=O)[O-])c1 | / | 1 | 3 | 7 | 0.0 | / | 0 | 2.8
C[C@@H]1CN([C@H](C)CO)C(=O)Cc2cc(NC(=O)C3CCCCC3)ccc2O[C@H]1CN(C)S(=O)(=O)c1cn(C)cn1 | -1 | -13 | 0 | -11 | 0.2 | 1 | 3 | -2.8
O=C(C1CC1)N1N=C(c2ccccc2)CC1(O)C(F)(F)C(F)(F)F (stereo not drawn) | 9 | -11 | -2 | -1 | 0.0 | 1 | -5 | -0.1
O=C(NCCSc1ccccc1)c1ccccc1F | 10 | -67 | -3 | -86 | 0.0 | -1 | -11 | -2.4
Nc1cc(=O)[nH]c(SCC(=O)Nc2ccc(N3CCOCC3)cc2)n1 | 1 | -15 | 1 | 0 | -0.1 | 5 | / | -0.5
